Screening results: PubChem, several laboratories
NadD block: blocks S. aureus nicotinate mononucleotide adenylyltransferase. purified NadD enzyme, colorimetric absorbance read-out. inhibition, % at 20 µM. AID 602399. hit rate 0.78% among 360,000; in the data active = inhibition above about 26%; note: some compounds past the cut are filed as inactive
DNMT1 block: DNMT1 (human) enzyme inhibition; DNMT1 molecular beacon, Hinp1I cleavage, fluorescence; hit rate 0.83% among 360,000; AID 588458; inhibition (reported as % activation of signal), % at 10 µM; P26358; in the data active = inhibition above about 50%
Tb MetRS inh: Trypanosoma brucei MetRS inhibition | AID 624268 | inhibition, % at 11.9 µM | hit rate 0.4% among 360,000 | purified T. brucei MetRS, ATP depletion, Kinase-Glo luminescence;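 active = inhibition above a per-plate cutoff of the control wells' mean inhibition plus 3 SD, cut at about 5.5% in these data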;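 note: 0% = DMSO wells median and 100% = median of wells with control inhibitor compound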
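Material – parasite MetRS enzyme · Medium – HEPES-MgCl2-KCl buffer plus DTT, spermine, BSA, pyrophosphatase · Reagent – ATP, methionine and E. coli bulk tRNA substrates · Times – 15 min enzyme-compound preincubation, 2 h reaction, 10 min detection, 25 °C · Measured by – luminescence of leftover ATP · Evaluation – percent inhibition relative to median high and low control wells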
Scp-1 inhibitor: Scp-1 (human) phosphatase inhibition; inhibition, % at 20 µM; AID 493091; hit rate 0.88% among 340,000; Recombinant Scp1, phosphopeptide, malachite green phosphate absorbance;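 active = inhibition above about 50% at 20 µM, limit read from the data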;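 note: plate controls were DMSO wells with enzyme for no effect and wells lacking enzyme for full effect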
Target sequence (Q9GZU7 76-261 limits assumed): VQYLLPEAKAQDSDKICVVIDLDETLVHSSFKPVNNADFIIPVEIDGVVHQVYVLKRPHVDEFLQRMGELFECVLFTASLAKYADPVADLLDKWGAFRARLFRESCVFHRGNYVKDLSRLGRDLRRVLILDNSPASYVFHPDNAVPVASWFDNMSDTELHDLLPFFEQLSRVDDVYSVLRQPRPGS
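Test system – truncated SCP-1 phosphatase (76-261aa) · Reagent – Phosphorylated 17-residue peptide substrate · Incubation – 45 min room-temperature reaction, 5 min colour, 30 min stabiliser · Detection – colorimetric phosphate reagent with accelerator and stabiliser, absorbance at 630 nm · Measure – % inhibition at 20 µM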
Rpn11 inh: blocks the human proteasome subunit Rpn11; hit rate 0.59% among 360,000; calls only at 20 µM; AID 588493; human 26S proteasome, Ub4-pepOG fluorescence polarization; 20S core pre-blocked with epoxomicin;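 active = inhibition at 20 µM, scaled to each plate's controls, above about 33%, limit read from the data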
MLLE-PAM2 inh: inhibitors of microRNA-mediated deadenylation, human PABP1 MLLE binding; GST-MLLE / FITC-PAM2 fluorescence polarization; inhibition, % at 20 µM; hit rate 0.36% among 360,000; in the data active = inhibition above about 35%, passing the limit was not always enough;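 note: plate controls were DMSO wells with GST-MLLE for no effect and wells lacking GST-MLLE protein for full effect; some results filed as inactive read as strong as hits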
Target sequence (P11940 whole entry, looked up): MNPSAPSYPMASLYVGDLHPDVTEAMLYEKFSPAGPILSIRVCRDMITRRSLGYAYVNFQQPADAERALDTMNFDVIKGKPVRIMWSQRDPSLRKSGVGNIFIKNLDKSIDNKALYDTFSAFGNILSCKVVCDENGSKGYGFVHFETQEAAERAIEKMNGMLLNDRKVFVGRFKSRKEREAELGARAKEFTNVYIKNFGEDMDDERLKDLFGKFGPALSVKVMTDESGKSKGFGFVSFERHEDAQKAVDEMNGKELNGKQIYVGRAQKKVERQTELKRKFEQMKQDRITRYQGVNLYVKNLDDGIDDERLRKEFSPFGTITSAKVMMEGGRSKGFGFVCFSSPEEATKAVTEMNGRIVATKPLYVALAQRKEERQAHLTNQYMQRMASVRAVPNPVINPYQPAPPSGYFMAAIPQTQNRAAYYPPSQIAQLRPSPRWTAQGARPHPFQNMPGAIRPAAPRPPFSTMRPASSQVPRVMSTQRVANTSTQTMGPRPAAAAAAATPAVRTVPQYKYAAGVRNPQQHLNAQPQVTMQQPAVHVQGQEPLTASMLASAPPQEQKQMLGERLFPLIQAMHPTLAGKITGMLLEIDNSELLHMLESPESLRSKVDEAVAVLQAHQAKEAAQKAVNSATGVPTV
LMPTP block: blocks human LMPTP phosphatase. hit rate 0.22% among 360,000. inhibition, % at 20 µM. P24666. AID 651560. recombinant LMPTP-A, OMFP fluorogenic substrate, fluorescence intensity;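 active = compounds that cut the enzyme signal by at least half of the control window in the single-dose screen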;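 note: plate controls were DMSO wells with enzyme plus substrate for no effect and substrate without enzyme for full effect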
Target sequence (P24666 whole entry, looked up): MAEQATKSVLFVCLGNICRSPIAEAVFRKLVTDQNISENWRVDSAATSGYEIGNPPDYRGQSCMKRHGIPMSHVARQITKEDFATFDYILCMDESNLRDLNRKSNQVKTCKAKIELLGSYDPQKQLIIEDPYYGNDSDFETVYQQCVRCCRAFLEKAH
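Assay system: LMPTP-A, protein tyrosine phosphatase of low molecular weight / Medium: pH 6.0 Bis-Tris buffer with DTT and Triton X-100 / Schedule: 50 min enzyme reaction at room temperature, protected from light / Measured by: endpoint fluorescence intensity from OMFP dephosphorylation / Read-out basis: % inhibition relative to no-enzyme and uninhibited control wells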
CSN inh: inhibitors of human CSN-mediated cullin deneddylation; inhibition, % at 12.5 µM; Purified CSN, SCF-Nedd8-OG deneddylation, fluorescence polarization; hit rate 0.38% among 360,000; AID 651999;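 active = pattern-corrected inhibition above about 35%, with an unprinted fluorescence ratio check between 0.5 and 1.5, limit read from the data, passing the limit was not always enough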;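 note: 0% = enzyme with substrate and 100% = substrate without enzyme; some results filed as inactive read as strong as hits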
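assay system = purified human Csn5 enzyme expressed in HEK293T cells | amount = 0.24 nM enzyme | buffer or medium = Tris/NaCl/DTT buffer, pH 7.5 | reagent = 10 nM SCFSkp2-Nedd8OG | compound = one concentration, 12.5 µM, 0.25% DMSO | times = 90 min reaction at room temperature | signal = FP | read-out basis = % inhibition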
SUMO1 PPI mod: alters human SUMO1 binding to SIM partners. P63165. SUMO1 binding to a labelled peptide, TR-FRET, 1 h. inhibition, % at 20 µM. hit rate 0.33% among 360,000. AID 602429; in the data active = inhibition above about 37%
Target sequence (P63165 whole entry, looked up): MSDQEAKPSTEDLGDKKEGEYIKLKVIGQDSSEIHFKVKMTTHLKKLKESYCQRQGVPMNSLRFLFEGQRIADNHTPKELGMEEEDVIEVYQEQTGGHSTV
STEP block: STEP (human) phosphatase inhibition; hit rate 0.25% among 360,000; P54829; inhibition, % at 20 µM; recombinant STEP, OMFP fluorogenic substrate, fluorescence; AID 588621;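 active = inhibition at 20 µM, scaled per plate between control wells, above about 37%, limit read from the data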;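 note: 0% = DMSO with enzyme and substrate and 100% = substrate only without enzyme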
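material = STEP tyrosine phosphatase | reagent = fluorogenic phosphatase substrate OMFP at 25 µM final | doses = single compound dose of 20 µM, 1% DMSO final | schedule = 20 min reaction, room temperature, in the dark | measured by = fluorescence, 480/540 nm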
Numbers without * were called inactive.

Results for Cc1ccccc1NC(=O)COc1ccc(Br)cc1CNCCCO ?
NadD block: -4.1; DNMT1 block: -6.5; Tb MetRS inh: -0.5; Scp-1 inhibitor: -1.7; Rpn11 inh: inactive; MLLE-PAM2 inh: 1.0; LMPTP block: -1.0; CSN inh: -3.2; SUMO1 PPI mod: -0.5; STEP block: 1.1

How did COc1cc([N+](=O)[O-])ccc1NC(=O)Nn1cnnc1 do in these assays?
NadD block: -3.7; DNMT1 block: -1.9; Tb MetRS inh: -0.5; Scp-1 inhibitor: -8.3; Rpn11 inh: inactive; MLLE-PAM2 inh: -13.1; LMPTP block: -2.2; CSN inh: 4.3; SUMO1 PPI mod: -23.9; STEP block: 0.3

Results for CSc1nnnn1-c1ccc(C(=O)OCC(=O)N2CCOCC2)cc1 ?
NadD block: 6.5; DNMT1 block: 4.2; Tb MetRS inh: -1.1; Scp-1 inhibitor: -2.5; Rpn11 inh: inactive; MLLE-PAM2 inh: -0.7; LMPTP block: -0.5; CSN inh: -6.2; SUMO1 PPI mod: 0.0; STEP block: 1.3

What do the screens show for `COc1ccc(CNC(=O)[C@H](C)N2C(=O)N3CCc4c([nH]c5ccccc45)[C@@]3(C)C2=O)cc1OC`?
NadD block: 4.5; DNMT1 block: 0.1; Tb MetRS inh: -1.3; Scp-1 inhibitor: -4.0; Rpn11 inh: inactive; MLLE-PAM2 inh: 7.5; LMPTP block: -0.2; CSN inh: 1.5; SUMO1 PPI mod: 2.7; STEP block: -0.9

What do the screens show for `COc1ccc(CCNC(=O)Cn2cnc3c(cnn3C(C)(C)C)c2=O)cc1OC`?
NadD block: 2.3; DNMT1 block: 0.5; Tb MetRS inh: -0.9; Scp-1 inhibitor: -0.6; Rpn11 inh: inactive; MLLE-PAM2 inh: -11.6; LMPTP block: -1.6; CSN inh: -0.1; SUMO1 PPI mod: 1.3; STEP block: -2.9

What do the screens show for `Cc1cc(=S)c2ccccc2[nH]1`?
NadD block: 1.1; DNMT1 block: -8.0; Tb MetRS inh: 0.1; Scp-1 inhibitor: -4.3; Rpn11 inh: inactive; MLLE-PAM2 inh: 17.2; LMPTP block: 7.0; CSN inh: 5.3; SUMO1 PPI mod: -3.6; STEP block: 4.8

How did COc1cc(OC)c(/C=N/NC(=O)Cn2nc([N+](=O)[O-])cc2C)c(OC)c1 do in these assays?
NadD block: -1.3; DNMT1 block: -3.5; Tb MetRS inh: 1.1; Scp-1 inhibitor: -5.1; Rpn11 inh: inactive; MLLE-PAM2 inh: -8.8; LMPTP block: 0.0; CSN inh: 0.7; SUMO1 PPI mod: -7.2; STEP block: 0.4

What do the screens show for `O=c1c2c(nc3nc(CCc4ccccc4)[nH]n13)CCC2`?
NadD block: 4.1; DNMT1 block: -2.1; Tb MetRS inh: -0.7; Scp-1 inhibitor: -0.5; Rpn11 inh: inactive; MLLE-PAM2 inh: -0.1; LMPTP block: 0.4; CSN inh: -5.5; SUMO1 PPI mod: 1.0; STEP block: -0.5

Results for COc1ccc(-c2cc(C(=O)OC(C)C(=O)Nc3c(C)n(C)n(-c4ccccc4)c3=O)c3ccccc3n2)cc1 (stereo not drawn) ?
NadD block: 1.0; DNMT1 block: 0.1; Tb MetRS inh: -0.2; Scp-1 inhibitor: -3.9; Rpn11 inh: inactive; MLLE-PAM2 inh: -16.5; LMPTP block: -0.3; CSN inh: 3.5; SUMO1 PPI mod: -8.8; STEP block: -1.8

What do the screens show for `O=C(/C=C/c1ccco1)Nc1ccc(Oc2ccccc2)cc1`?
NadD block: -9.0; DNMT1 block: -11.8; Tb MetRS inh: -2.0; Scp-1 inhibitor: -12.2; Rpn11 inh: inactive; MLLE-PAM2 inh: 0.3; LMPTP block: 2.6; CSN inh: 6.0; SUMO1 PPI mod: -3.5; STEP block: 1.5

What do the screens show for `Cc1ccc(C(=O)CSc2cc(C)[nH]c(=O)n2)cc1`?
NadD block: 14.7; DNMT1 block: 1.3; Tb MetRS inh: 0.2; Scp-1 inhibitor: 8.6; Rpn11 inh: active; MLLE-PAM2 inh: -49.3; LMPTP block: 1.8; CSN inh: 10.1; SUMO1 PPI mod: -15.6; STEP block: 2.1

What do the screens show for `COc1ccc(S(=O)(=O)N(C)CC(=O)Nc2ccc(C)cc2)cc1OC`?
NadD block: -8.1; DNMT1 block: 0.7; Tb MetRS inh: -0.2; Scp-1 inhibitor: -3.4; Rpn11 inh: inactive; MLLE-PAM2 inh: -6.4; LMPTP block: 1.4; CSN inh: -3.4; SUMO1 PPI mod: -2.2; STEP block: -2.8

Results for O=C(NCC(=O)N1CCN(c2ccccc2O)CC1)C1CCCCC1 ?
NadD block: 0.2; DNMT1 block: -1.6; Tb MetRS inh: -0.3; Scp-1 inhibitor: -0.8; Rpn11 inh: inactive; MLLE-PAM2 inh: -29.6; LMPTP block: -0.7; CSN inh: -4.2; SUMO1 PPI mod: 3.6; STEP block: 0.9

Results for CCc1noc2c1/C(=N\O)CC(c1ccccc1)C2 (stereo not drawn) ?
NadD block: -0.9; DNMT1 block: 3.7; Tb MetRS inh: -1.6; Scp-1 inhibitor: -3.1; Rpn11 inh: inactive; MLLE-PAM2 inh: -10.5; LMPTP block: 0.6; CSN inh: -1.9; SUMO1 PPI mod: 0.8; STEP block: -1.4

How did C=CCn1c(N)c(S(=O)(=O)c2cccs2)c2nc3ccccc3nc21 do in these assays?
NadD block: 2.5; DNMT1 block: -14.0; Tb MetRS inh: -1.1; Scp-1 inhibitor: 5.6; Rpn11 inh: inactive; MLLE-PAM2 inh: 3.4; LMPTP block: -1.1; CSN inh: 12.0; SUMO1 PPI mod: 3.5; STEP block: -4.7

Results for Cc1ccc(C2C(C#N)=C(N)Oc3c2oc(CO)cc3=O)o1 (stereo not drawn) ?
NadD block: 3.9; DNMT1 block: -6.5; Tb MetRS inh: -0.2; Scp-1 inhibitor: -1.3; Rpn11 inh: inactive; MLLE-PAM2 inh: 3.6; LMPTP block: -0.9; CSN inh: 2.2; SUMO1 PPI mod: 22.1; STEP block: -1.6

How did O=C(c1ccc(Cl)c([N+](=O)[O-])c1)N(Cc1ccccc1)C1CCS(=O)(=O)C1 (stereo not drawn) do in these assays?
NadD block: -4.4; DNMT1 block: 5.2; Tb MetRS inh: -0.1; Scp-1 inhibitor: -9.3; Rpn11 inh: inactive; MLLE-PAM2 inh: 4.6; LMPTP block: -1.6; CSN inh: 0.3; SUMO1 PPI mod: -15.9; STEP block: -1.7

Results for COc1ccc(C=NC(CO)C(O)c2ccc([N+](=O)[O-])cc2)cc1 (stereo not drawn) ?
NadD block: -4.0; DNMT1 block: -0.5; Tb MetRS inh: -0.9; Scp-1 inhibitor: -4.6; Rpn11 inh: inactive; MLLE-PAM2 inh: -7.0; LMPTP block: -0.8; CSN inh: -1.0; SUMO1 PPI mod: -15.1; STEP block: -1.7

Results for Cc1ccc(S(=O)(=O)N2CCOCC2)cc1NC(=O)CNCC1CCCCC1 ?
NadD block: -11.3; DNMT1 block: -1.1; Tb MetRS inh: -0.8; Scp-1 inhibitor: -11.7; Rpn11 inh: inactive; MLLE-PAM2 inh: -3.6; LMPTP block: -2.7; CSN inh: -2.3; SUMO1 PPI mod: 0.2; STEP block: -0.5

Results for O=C(CCCc1ccccc1)Nc1cccnc1Cl ?
NadD block: 2.1; DNMT1 block: 2.4; Tb MetRS inh: -0.5; Scp-1 inhibitor: -5.3; Rpn11 inh: inactive; MLLE-PAM2 inh: -5.5; LMPTP block: -1.0; CSN inh: -21.0; SUMO1 PPI mod: 0.0; STEP block: -1.6

Results for COc1cccc(-n2nnnc2SCC(=O)NCCc2ccccc2)c1 ?
NadD block: -7.4; DNMT1 block: 0.9; Tb MetRS inh: -0.9; Scp-1 inhibitor: -4.5; Rpn11 inh: inactive; MLLE-PAM2 inh: 12.3; LMPTP block: -1.8; CSN inh: -1.5; SUMO1 PPI mod: 1.8; STEP block: -3.0

What do the screens show for `COc1ccccc1CN1CC(C(=O)N(CCO)Cc2cccs2)CCC1=O` (stereo not drawn)?
NadD block: -2.0; DNMT1 block: 1.3; Tb MetRS inh: -0.3; Scp-1 inhibitor: 21.0; Rpn11 inh: inactive; MLLE-PAM2 inh: 4.2; LMPTP block: -1.1; CSN inh: 2.4; SUMO1 PPI mod: -0.4; STEP block: -1.4

Results for NC(=O)C(=O)NN=C1C2CC3CC(C2)CC1C3 ?
NadD block: -2.6; DNMT1 block: -0.7; Tb MetRS inh: -0.6; Scp-1 inhibitor: -6.2; Rpn11 inh: inactive; MLLE-PAM2 inh: -12.1; LMPTP block: -0.2; CSN inh: -1.4; SUMO1 PPI mod: 0.1; STEP block: -0.4

What do the screens show for `c1ccc(CSCc2nc3ccccc3[nH]2)cc1`?
NadD block: -0.3; DNMT1 block: -1.0; Tb MetRS inh: 0.1; Scp-1 inhibitor: -6.8; Rpn11 inh: inactive; MLLE-PAM2 inh: 0.6; LMPTP block: -0.6; CSN inh: -13.7; SUMO1 PPI mod: 0.7; STEP block: -3.7

How did COc1ccc(-c2sc3ccccc3c2-c2ccc(O)cc2)cc1 do in these assays?
NadD block: -7.1; DNMT1 block: -38.0; Tb MetRS inh: -0.4; Scp-1 inhibitor: -6.5; Rpn11 inh: inactive; MLLE-PAM2 inh: 3.1; LMPTP block: 2.2; CSN inh: -1.7; SUMO1 PPI mod: -3.0; STEP block: -1.4

Arranged by count of non-hydrogen atoms (ascending): three of the compounds above.
What do the screens show for `c1ccc(CSCc2nc3ccccc3[nH]2)cc1`?
NadD block: -0.3; DNMT1 block: -1.0; Tb MetRS inh: 0.1; Scp-1 inhibitor: -6.8; Rpn11 inh: inactive; MLLE-PAM2 inh: 0.6; LMPTP block: -0.6; CSN inh: -13.7; SUMO1 PPI mod: 0.7; STEP block: -3.7

Results for O=C(CCCc1ccccc1)Nc1cccnc1Cl ?
NadD block: 2.1; DNMT1 block: 2.4; Tb MetRS inh: -0.5; Scp-1 inhibitor: -5.3; Rpn11 inh: inactive; MLLE-PAM2 inh: -5.5; LMPTP block: -1.0; CSN inh: -21.0; SUMO1 PPI mod: 0.0; STEP block: -1.6

How did COc1ccc(-c2sc3ccccc3c2-c2ccc(O)cc2)cc1 do in these assays?
NadD block: -7.1; DNMT1 block: -38.0; Tb MetRS inh: -0.4; Scp-1 inhibitor: -6.5; Rpn11 inh: inactive; MLLE-PAM2 inh: 3.1; LMPTP block: 2.2; CSN inh: -1.7; SUMO1 PPI mod: -3.0; STEP block: -1.4
